Nrf2 block – inhibitors of Nrf2 signaling; A549 ARE-Fluc reporter, luciferase luminescence, 18-24 h; actives 2.1% (n = 360,000); Potency, µM (highest dose often 46 µM), for inactives: at the top dose activity change, negative = inhibition, hits mostly inhibitors; also: potency is read from the fitted curve at half-maximal effect; % is scaled to controls: 0 for no effect and ±100 for the full control effect; nearly all actives have a fitted effect of over 60% in size
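A549 ARE_Fluc cells, 5000/well, 5% FBS OPTI-MEM; compounds in dose-response, 18-24 h at 37 °C/5% CO2; CellTiter-Fluor viability read (Ex 405/Em 525), then BugLite luciferase luminescence = Nrf2 activity.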
S2 tox – reduces viability in counter-screen for ATXN expression inhibitors | S2 cells (HEK-293 line with an ATXN2-luciferase reporter) viability, CellTiter-Fluor protease fluorescence, 24 h | Potency, µM (titrated, usually from 56.7 µM), most hits filed as cytotoxic | actives 0.49% (n = 400,000) | AID 651635; also: potency is read from the fitted curve at half-maximal effect; nearly all actives have a fitted effect of over 40% in size
ATXN2 expr inh – inhibitors of ATXN2 expression; HEK-293 ATXN2-luciferase reporter, luminescence, 24 h; Potency, µM (highest dose often 57 µM), for the others: at the top dose activity change, negative = inhibition, hits mostly inhibitors; actives 0.72% (n = 360,000); AID 1745845; also: potency is read from the fitted curve at half-maximal effect; % is scaled to controls: 0 for no effect and ±100 for the full control effect; nearly all actives have a fitted effect of over 55% in size
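qHTS (up to 57 uM final) was run with 24 h compound exposure of reporter cells at 37 °C. Each well was multiplexed: SteadyGlo luminescence measured ATXN2-luciferase expression after a fluorogenic Gly-Phe-AFC viability readout (25 uM final).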
Nrf2 activator – activates Nrf2 signaling. actives 0.31% (n = 410,000). AREc32 ARE-luciferase reporter (MCF7-derived line), luminescence, 24 h. Potency, µM (top dose mostly 46.1 µM), for inactives: at the highest dose activation, usual class: activators. AID 624171; also: potency is read from the fitted curve at half-maximal effect; % of control where 0% means no effect; nearly all actives have a fitted effect of over 65% in size
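Luciferase luminescence (Steady-Glo, 30 min at room temperature) served as the read-out of ARE activation in AREc32 cells treated with compounds for 24 hr at 37 deg C.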
A549 viability – A549 cytotoxicity, counter-screen for Nrf2 inhibitors; AID 504648; A549 ARE-Fluc cells, CellTiter-Fluor viability, 18-24 h; Potency, µM (highest dose often 46 µM), for inactives: at the highest dose activity change, negative = cytotoxicity, usual class: inhibitors; actives 0.16% (n = 390,000); also: potency is read from the fitted curve at half-maximal effect; % is scaled to controls: 0 for no effect and ±100 for the full control effect
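A549 ARE-Fluc cells in 5% FBS OPTI-MEM, 5000 cells/well, rested 2 h then exposed to compounds in concentration-response for 18-24 h at 37 °C. Viability by CellTiter-Fluor fluorescence (Ex 405/Em 525) after 30 min; luciferase luminescence (BugLite, 15 min, RT) read afterwards.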
MCF10A rereplic – DNA re-replication induction in MCF 10a cells. MCF 10A DNA re-replication, Hoechst nuclear intensity, 48 h. Potency, µM (highest dose often 46.1 µM), without a hit: at the highest dose activity, positive = re-replication, hits mostly activators. actives 2.9% (n = 350,000). AID 624296; also: potency is read from the fitted curve at half-maximal effect; % of control where 0% means no effect; nearly all actives have a fitted effect of over 50% in size
IL1B secr inh – inflammasome signaling inhibition, IL-1 beta readout | THP-1 LPS/ATP IL-1B secretion, AlphaLISA, 16 h; hits give low values | activity change, % at 57.5 µM | actives 4.7% (n = 360,000); in the data active = activity change below about -50%; inconclusive = mostly about -30% to -49%; also: % is scaled to controls: 0 for no effect and ±100 for the full control effect
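Secreted IL-1B measured by AlphaLISA bead assay after 16 h compound exposure of THP-1 cells; compounds (final up to 57.5 uM) added 1 h before LPS (250 ng/mL) and ATP (1.25 mM) stimulation; lower signal means less secretion.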
TGFb SMAD3 inh – blocks TGF-b signaling; HepG2 CAGA-GFP TGF-b/SMAD3 reporter, GFP fluorescence, 18 h; TGF-beta stimulated, 500 pg/mL final; Potency, µM (top dose mostly 46.1 µM), inactives show at the top dose activity, negative = inhibition, hits mostly inhibitors; actives 1.2% (n = 410,000); AID 588855; also: potency is read from the fitted curve at half-maximal effect; % is scaled to controls: 0 for no effect and ±100 for the full control effect; nearly all actives have a fitted effect of over 65% in size
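Inhibition was scored as loss of TGF-beta-induced (500 pg/mL final, 18 hours, 37 degrees C) GFP in HEPG2 cells carrying a CAGA-GFP reporter, in DMEM with 1% FBS. Well GFP was summed per cell; Activity was normalised to unstimulated and stimulated DMSO wells, then concentration-response fitting.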
HepG2 viability – kills HepG2 cells in TGF-b inhibitor counter-screen | Potency, µM (top dose mostly 46.1 µM), for inactives: top-dose activity change, negative = cytotoxicity, hits mostly cytotoxic | HepG2 CAGA-GFP viability, ATP luminescence, 18 h | AID 588856 | actives 0.76% (n = 410,000); also: potency is read from the fitted curve at half-maximal effect; some results filed as inactive show a strong effect at the top dose
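CellTiter-Glo luminescence gave cytotoxicity after 18 hours at 37 degrees C. The cells were HepG2 CAGA-GFP in 1% FBS DMEM, stimulated with 500 pg/mL TGF-beta after compound addition. %Activity was normalised to no-cell wells (complete cell-killing) and DMSO (no toxicity), and curves were fitted and classified.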
An asterisk follows results filed as active; i = inactive; ? = inconclusive; nt = not tested or not shown; [ ] = remark or other dose. Unless noted, calls follow the shape of the dose curve; as a rule, active = well fitted curve in the direction sought with a large enough effect; inconclusive = small, poorly fitted or top-dose-only effect, or another doubt; inactive = no such curve, though single readings can be large; an effect the other way counts as inactive or inconclusive. Not a hit list; about 8.8% have a hit in one of these screens.

structure,Nrf2 block,S2 tox,ATXN2 expr inh,Nrf2 activator,A549 viability,MCF10A rereplic,IL1B secr inh,TGFb SMAD3 inh,HepG2 viability
Cn1c(=O)c2cc(S(=O)(=O)NC(C(=O)Nc3cccnc3)c3ccccc3)ccc2n(C)c1=O (stereo not given),11%,?,3%,-0.5%,-11%,0%,10,21%,18%
CC(C)CSc1oc(-c2ccco2)nc1S(=O)(=O)c1ccccc1,6%,i,nt,-0.3%,?,0%,?,-25%,3%
CC(=O)COc1ccc(-c2csnn2)cc1,?,i,41%[activator],2.2%,-9%,4%,-9,2%,6%
COc1cc(NC(=O)c2nnn(Cc3ccc(F)cc3)c2N)cc(OC)c1,-9%,?,?,-0.4%,0%,nt,nt,-31%,-3%
O=C(CCN1C(=O)c2ccccc2S1(=O)=O)Nc1ccccc1F,3%,i,20%,0.0%,10%,0%,-60*,0%,-2%
CCCCN(CC(=O)Nc1cccc(S(=O)(=O)N2CCCC2)c1)Cc1nc2ccccc2c(=O)[nH]1,?,?,3%,2.1%,-2%,22%,-27,-3%,-20%
O=C1c2ccccc2C(=O)N1CC1=NCCc2ccccc21,17%,i,6%,0.1%[9.22 µM],6%,-1%,8,-16%,0%
Cc1occc1C(=O)N1CCCC(CCC(=O)NCc2ccc(F)c(F)c2)C1 (stereo not given),6%,i,-13%,-0.8%,4%,-1%,5,0%,-22%
CCN(CC)CCCN(C(=O)c1ccco1)c1nc(-c2ccc(C)cc2)cs1,1%,?,-16%[11.3 µM],6.4%,4%,17%,-85*,?,-77%
Cc1cn(C)c(CC(=O)N2CCN(c3ccc(F)cc3)CC2)c1C(=O)O,nt,i,-4%,-0.1%,11%,nt,nt,-17%,11%
Cc1ccc(N(CC(=O)NCc2ccco2)C(=O)CCC(=O)Nc2ccccn2)cc1C,-26%,i,-9%,0.2%,-8%,-7%,-8,-7%,-36%
COc1ccccc1NC(=O)C1=C(C)Nc2ncnn2C1c1cccn1C (stereo not given),nt,i,17%,0.5%,5%,nt,nt,0%,4%
Cc1ccccc1C(=O)Nn1cnc2ccccc2c1=O,?,i,19%,5.3%,4%,16%,43,-6%,1%
CN1C(=O)c2oc3ccccc3c(=O)c2C1c1cccnc1 (stereo not given),1%,i,5%,-0.6%,10%,-23%,7,-14%,-25%
CCN(CC)S(=O)(=O)c1ccc(/C=C/C(=O)Nc2ccc(F)c(F)c2F)cc1,?,i,-17%,6.0%,-4%,-4%,-5,-24%,-22%
Cn1c(CCC(=O)O)nc2cc(S(=O)(=O)N3CCCCC3)ccc21,3%,i,10%,-1.6%,9%,-8%,-12,3%,2%
COc1ccc(C(C(=O)NCc2ccccc2)N(Cc2ccco2)C(=O)c2snc(C(N)=O)c2N)cc1OC (stereo not given),-10%,i,-22%,-0.2%,-5%,-5%,-20,22%,1%
COc1ccc(-c2cc3ccc(OCc4nn[nH]n4)cc3oc2=O)cc1OC,-1%,nt,nt,0.3%,-6%,9%,0,-1%,-1%
COc1cccc(CNC(=O)Cn2cccc2C(=O)c2ccccc2)c1,?,nt,nt,0.8%,6%,nt,nt,nt,1%
O=C(CCNS(=O)(=O)c1ccc(Br)cc1)NCc1ccco1,8%,i,1%,-0.2%,3%,4%,0,19%,6%
CCOC(=O)N1CCC(NC(=O)C2CCN(S(=O)(=O)c3cccs3)CC2)CC1,nt,i,-7%,-1.6%,0%,-19%,6,?,-2%
CCCCCCCCN1C(=O)[C@H](CC(=O)NCC23CC4CC(CC(C4)C2)C3)C[C@@]2(C(=O)OCC)CCCC=C12,nt,i,0%,-0.4%,nt,nt,4,nt,nt
COc1cc(C2c3c(oc4ccc(C)cc4c3=O)C(=O)N2Cc2ccc(F)cc2)ccc1O (stereo not given),8%,i,12%,-0.4%,-2%,nt,nt,?,-16%
O=C1CCc2cc(S(=O)(=O)N3CCN(c4cccc(C(F)(F)F)c4)CC3)ccc2N1,nt,i,-28%,-0.1%,2%,20%,21,?,-51%
CN(c1cccc(NC(=O)CCSc2ccccc2)c1)S(C)(=O)=O,11%,i,38%[activator],-0.2%,-4%,2%,24,6%,-34%
COc1cc(-c2cc(C(=O)Nc3cc(S(=O)(=O)N4CCOCC4)ccc3C)c3ccccc3n2)cc(OC)c1OC,-18%,i,-11%,2.6%,6%,nt,-5,0%,10%
CN(CCc1ccccn1)C(=O)Nc1cc(Cl)cc(Cl)c1,-2%,i,-28%,0.8%,13%,1%,-23,2%,-14%
Cc1ccc(C(C)C)c(OCC(=O)NNC(=O)CC2OC(=O)c3ccccc32)c1 (stereo not given),?,i,20%,-0.1%,2%,-1%,20,-9%,-4%
Cc1ccc2c(c1)sc(=NC(=O)c1cccs1)n2C,?,i,?,?,7%,-3%,18,?,-52%
CC(C)(O)[C@H](O)Cc1cc2ccc(=O)oc2cc1O[C@@H]1O[C@H](CO)[C@@H](O)[C@H](O)[C@H]1O,-7%,i,-3%,-0.6%,2%,1%,-19,-1%,-21%
CC[C@]12c3[nH]c4ccc(OC)cc4c3CCN1C(=O)C(CC(=O)NCCC1=CCCCC1)C[C@@H]2C(=O)N1CCN(C(=O)C2CC2)CC1 (stereo not given in full),-7%,i,1%,-0.8%,-4%,-2%,-22,-20%,-18%
O=C(Nc1ccc(S(=O)(=O)N2CCOCC2)cc1)c1cccnc1,8%,i,0%,0.1%,-12%,?,-9,0%,-43%
O=C(CSc1nc2ccccc2o1)N1CCCC1,9%,i,8%,2.1%,1%,2%,3,0%,-8%
C[C@H]1[C@H](c2ccccc2)C[C@@H](C(=O)O)C1(C)C,13%,i,11%,-0.7%,-4%,-10%,-5,-2%,6%
COC(=O)CCCC1=CC2=CC(=O)C(C)(OC(=O)c3cccs3)C(=O)C2=CN1C1CC1 (stereo not given),8%,i,8%,1.0%,-4%,-15%,-3,0%,-1%
COc1ccc(-c2nc(N)nc(C(F)(F)F)c2-c2cscn2)c(O)c1,10%,i,-10%,-0.3%,6%,9%,14,6%,1%
CC1CCN(S(=O)(=O)c2ccc(NC(=O)CN3CCCCCC3)cc2)CC1,-11%,i,-23%,5.2%,-15%,?,-50*,2%,-8%
Cc1cc(-c2ccc(S(=O)(=O)NCc3ccc(F)cc3)cc2)on1,-6%,i,-12%,-0.2%,2%,-1%,-4,3%,-6%
CC(=O)NCCC1CCN(C(=O)c2cc(COc3ccc(C)nc3)on2)CC1,?,i,1%,-0.1%,-1%,-1%,21,6%,1%
O=c1c(-c2ccccc2)c(-c2ccccc2)oc2cc(O)cc(O)c12,14%,?,?,0.3%,0%,2%,-15,0%,-55%
O=C(NCC1CCCO1)c1nc(Cn2ccc([N+](=O)[O-])n2)no1 (stereo not given),1%,i,1%,0.4%,-11%,-24%,-12,31%[activator],-2%
COC(=O)C(C)Sc1nc2c(c(=O)n(C)c(=O)n2C)n1Cc1cccc(C)c1 (stereo not given),-11%,?,4%,0.0%,-8%,?,20,20%,-9%
CCOc1ccc(S(=O)(=O)N(CC(=O)NC2CCCC2)c2ccc(F)cc2)cc1,-28%,i,-11%,3.2%,-7%,4%,4,-1%,-35%
O=C(CN1CCN(c2nc(-c3ccc(F)cc3)cs2)CC1)NCc1ccc2c(c1)OCO2,?,i,?,3.0%,-4%,?,?,?,-32%
CC1CC(c2ccccc2)n2nc(N3C(=O)c4ccccc4C3=O)nc2N1 (stereo not given),nt,i,6%,0.4%,-7%,0%,15,?,2%
Cc1ccccc1-n1cc(C(=O)c2cc(Cl)ccc2O)cc(C#N)c1=O,-3%,i,-7%,0.4%,9%,-3%,0,?,-17%
NS(=O)(=O)c1ccc(CCNC(=O)CCc2nc3sc4c(c3c(=O)[nH]2)CCCC4)cc1,19%,i,-2%,1.9%,15%,-1%,11,0%,1%
COc1ccc2cc3cc(C(=O)NCCC(C)C)oc3nc2c1,-19%,i,3%,-0.4%,-7%,-12%,-25,?,-13%
CCOc1ccc2nc(N(Cc3ccccc3)C(=O)CCNC(C)=O)sc2c1,-1%,?,6%,3.7%,-9%,5%,i,12%,0%
CCOCCn1c(CN2CCN(c3cccc(Cl)c3)CC2)nc2c1c(=O)n(C)c(=O)n2C,?,?,?,3.0%,-4%,-2%,16,-15%,-23%
O=C(N/N=C\c1ccc(-c2cccc(Cl)c2)o1)C(=O)NC1CCCC1,23%,i,-5%,4.8%,5%,?,-7,0%,-3%

Rewritten with values under each structure: entries from further up.
The line under a structure holds: Nrf2 block	S2 tox	ATXN2 expr inh	Nrf2 activator	A549 viability	MCF10A rereplic	IL1B secr inh	TGFb SMAD3 inh	HepG2 viability
- CC(=O)NCCC1CCN(C(=O)c2cc(COc3ccc(C)nc3)on2)CC1
  ?	i	1%	-0.1%	-1%	-1%	21	6%	1%
- NS(=O)(=O)c1ccc(CCNC(=O)CCc2nc3sc4c(c3c(=O)[nH]2)CCCC4)cc1
  19%	i	-2%	1.9%	15%	-1%	11	0%	1%
